Screening data (PubChem BioAssay)
Kir21 block: Kir2.1 (mouse) channel inhibition. HEK293-Kir2.1, FluxOR thallium flux fluorescence; stronger effect = lower value. P35561. 0.85% of 310,000 active. B-score at 10 µM. AID 1672;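 active means fluorescence ratio B-score at or below minus 3 SD of library scores, with starting-brightness B-score within 2 SD, cut at about -4.2 in these data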;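 further: channel flux triggered by added potassium and thallium sulfate stimulus; B-score of peak minus minimum fluorescence over baseline after thallium stimulus; more negative B-score means stronger Kir2.1 block with less thallium influx; some compounds called inactive have numbers as strong as hits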
CHT inh: human CHT choline transport inhibition; CHT-expressing cells, membrane potential dye, choline response; stronger effect = lower value; AID 488975; 0.86% of 310,000 active; B-score at 10 µM;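 active means B-score over 3 SD under the library average, and starting fluorescence ratio not unusually high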;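 further: choline stimulus applied at its EC90 after an EC20 pre-addition; B-score computed on integrated fluorescence ratio after choline addition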
Target sequence (Q9GZV3 whole entry, looked up): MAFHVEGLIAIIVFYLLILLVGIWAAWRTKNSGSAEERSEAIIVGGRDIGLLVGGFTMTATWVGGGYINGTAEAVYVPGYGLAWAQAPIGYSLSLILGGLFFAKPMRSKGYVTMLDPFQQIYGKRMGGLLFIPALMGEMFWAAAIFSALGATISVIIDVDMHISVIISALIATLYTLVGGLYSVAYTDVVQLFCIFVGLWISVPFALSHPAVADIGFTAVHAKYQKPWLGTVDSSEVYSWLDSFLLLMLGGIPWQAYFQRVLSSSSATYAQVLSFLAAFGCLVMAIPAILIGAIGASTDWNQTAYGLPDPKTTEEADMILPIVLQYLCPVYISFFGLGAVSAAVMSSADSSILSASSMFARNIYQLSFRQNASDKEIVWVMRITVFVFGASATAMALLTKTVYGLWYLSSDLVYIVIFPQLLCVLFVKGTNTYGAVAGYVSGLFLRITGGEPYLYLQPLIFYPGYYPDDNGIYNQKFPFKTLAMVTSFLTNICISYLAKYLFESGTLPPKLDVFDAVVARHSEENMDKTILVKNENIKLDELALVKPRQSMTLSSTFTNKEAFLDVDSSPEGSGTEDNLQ
KCNQ2 inh: KCNQ2 potassium channel inhibitors, primary screen, cell-based, CHO-K1, FluxOR thallium flux, B-score (AID 2156); B-score at 10 µM; O88943; 20 min; stronger effect = lower value; 1.1% of 310,000 active;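 active means fluorescence ratio B-score at most minus 3 library SDs, with starting brightness B-score within 2 library SDs, cut at about -5.5 in these data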
* marks the source's active call; other numbers are inactive results; i = inactive.

#1 CC(C)(CSc1ccccn1)NS(=O)(=O)c1ccc(Cl)cc1
#2 COc1ccc(C(CC(=O)Nc2ccc(F)cc2)c2ccccc2)cc1 (configuration not stated)
#3 COc1ccccc1C(=O)NCCC(=O)NCC(C)(C)N1CCOCC1
#4 CC(=O)Nc1nnc(SCC(=O)NCC2CCCO2)s1 (configuration not stated)
#5 Cc1cc(C)cc(N2CC(C(=O)NC3CCCCC3)CC2=O)c1 (configuration not stated)
#6 COc1cc2c(cc1OC)C(C)N(C(=O)c1cc3c(s1)-c1ccccc1OC3)CC2 (configuration not stated)
#7 O=C(Nc1ccc(S(=O)(=O)N2CCc3ccccc3C2)cc1)c1ccccc1
#8 CCCNc1c(NS(=O)(=O)c2ccc(Br)cc2)c(=O)oc2ccccc12

Screen / compound no.	1	2	3	4	5	6	7	8
KCNQ2 inh	i	i	i	i	i	-8.4*	i	i
CHT inh	i	i	i	i	i	i	i	i
Kir21 block	-5.1*	-0.67	3.2	-0.66	-0.16	-0.05	1.9	-1.5

#9 CC1CC(=O)N(c2ccc(Br)cc2)C(=O)C1
#10 COC(=O)c1c(NC(=O)C2CCCO2)sc2c1CCC2 (configuration not stated)
#11 CC(C)c1nnc(NC(=O)CSc2nnc(-c3ccco3)o2)s1
#12 CC(C)Cn1c(=S)[nH]c2cc(C(=O)O)ccc2c1=O
#13 O=C(CCc1nc2ccccc2c(=O)[nH]1)Nc1nnc(SCc2ccc(Cl)cc2)s1
#14 Cc1ccccc1NC(=O)CNC(=O)Cc1cccc2ccccc12
#15 O=S(=O)(c1ccc(F)c(F)c1)N1CCCc2ccccc21
#16 CC(C)(C)NS(=O)(=O)c1ccc(NS(C)(=O)=O)cc1

Screen / compound no.	9	10	11	12	13	14	15	16
KCNQ2 inh	i	i	i	i	i	i	i	i
CHT inh	i	i	i	i	i	i	i	i
Kir21 block	0.97	0.46	-0.85	-0.36	1.2	0.3	-5.4*	-0.86

#17 Cc1ccccc1OCC(=O)NNC(=O)c1ccc2c(=O)n3c(nc2c1)CCC3
#18 COC(=O)CN1C(=O)[C@H]2[C@@H](c3ccc(C)o3)N3C(=O)CN(CCO)C(=O)[C@@]3(Cc3ccccc3)[C@H]2C1=O
#19 COc1ccc(NC(=O)C(C)N2C(=O)c3ccccc3C2=O)c(OC)c1 (configuration not stated)
#20 O=C(NCCC1CCCCN1S(=O)(=O)c1cccs1)C(=O)Nc1ccccc1 (configuration not stated)
#21 CCOC(=O)Cc1csc(NC(=O)CSc2nnc(C(C)C)n2C)n1
#22 CSc1ccc(Cl)c(C(=O)Nc2ccc(N3CCOCC3)cc2)c1
#23 CN(CC(=O)Nc1cccc(F)c1)C(=O)c1cc(S(=O)(=O)N(C)C)ccc1N1CCCC1
#24 Cc1nc(NCc2ccccc2)c(C(N)=O)c2c1COC(C)(C)C2

Screen / compound no.	17	18	19	20	21	22	23	24
KCNQ2 inh	i	i	i	i	i	i	i	i
CHT inh	i	i	i	i	i	i	i	i
Kir21 block	-0.28	-0.01	2.2	-0.05	-1.5	0.77	0.78	1.1

2 of the compounds above, field by field.
21) CCOC(=O)Cc1csc(NC(=O)CSc2nnc(C(C)C)n2C)n1
  KCNQ2 inh: i
  CHT inh: i
  Kir21 block: -1.5
22) CSc1ccc(Cl)c(C(=O)Nc2ccc(N3CCOCC3)cc2)c1
  KCNQ2 inh: i
  CHT inh: i
  Kir21 block: 0.77

Remaining list, next part.
#25 CCc1c(C(=O)NNC(=S)NCC(C)C)csc1C
#26 CCN(CC)C(=O)c1ccccc1NS(=O)(=O)c1cccs1
#27 CC(=O)Nc1ccc(S(=O)(=O)N(CCO)Cc2ccccc2)cc1
#28 CSCCC(=O)N1CC[C@@H](N2CCN(c3ccccc3F)CC2)[C@H](O)C1
#29 O=C(Nc1ccccc1)Nc1ccc(C(F)(F)F)cn1
#30 Cc1cc(C)cc(NC(=O)C(C)N2C(=O)c3ccccc3C2=O)c1 (configuration not stated)
#31 CC(=O)Nc1ccc(NC(=O)c2ccccc2Nc2ccccc2)cc1
#32 CCc1ccccc1NC(=O)C(Cc1cccc(OC)c1OC)c1nn[nH]n1 (configuration not stated)

Screen / compound no.	25	26	27	28	29	30	31	32
KCNQ2 inh	i	i	i	i	i	i	i	i
CHT inh	i	i	i	i	i	i	i	i
Kir21 block	-0.8	0.5	-1.4	1.4	-0.62	2.5	-0.48	1.9

In another format: 13 of the compounds above
Every second line gives: KCNQ2 inh, CHT inh, Kir21 block
(20) O=C(NCCC1CCCCN1S(=O)(=O)c1cccs1)C(=O)Nc1ccccc1 (configuration not stated)
 : i, i, -0.05
(21) CCOC(=O)Cc1csc(NC(=O)CSc2nnc(C(C)C)n2C)n1
 : i, i, -1.5
(22) CSc1ccc(Cl)c(C(=O)Nc2ccc(N3CCOCC3)cc2)c1
 : i, i, 0.77
(23) CN(CC(=O)Nc1cccc(F)c1)C(=O)c1cc(S(=O)(=O)N(C)C)ccc1N1CCCC1
 : i, i, 0.78
(24) Cc1nc(NCc2ccccc2)c(C(N)=O)c2c1COC(C)(C)C2
 : i, i, 1.1
(25) CCc1c(C(=O)NNC(=S)NCC(C)C)csc1C
 : i, i, -0.8
(26) CCN(CC)C(=O)c1ccccc1NS(=O)(=O)c1cccs1
 : i, i, 0.5
(27) CC(=O)Nc1ccc(S(=O)(=O)N(CCO)Cc2ccccc2)cc1
 : i, i, -1.4
(28) CSCCC(=O)N1CC[C@@H](N2CCN(c3ccccc3F)CC2)[C@H](O)C1
 : i, i, 1.4
(29) O=C(Nc1ccccc1)Nc1ccc(C(F)(F)F)cn1
 : i, i, -0.62
(30) Cc1cc(C)cc(NC(=O)C(C)N2C(=O)c3ccccc3C2=O)c1 (configuration not stated)
 : i, i, 2.5
(31) CC(=O)Nc1ccc(NC(=O)c2ccccc2Nc2ccccc2)cc1
 : i, i, -0.48
(32) CCc1ccccc1NC(=O)C(Cc1cccc(OC)c1OC)c1nn[nH]n1 (configuration not stated)
 : i, i, 1.9

(more compounds)
#33 CCOC(=O)/C=C1\SCC(=O)N1CC(=O)NC1CCCCC1
#34 CC1CN(/C=C/C(=O)C(F)(F)F)CC(C)O1 (configuration not stated)
#35 C=CCNC(=S)NC(=O)c1oc2ccccc2c1C
#36 CC(c1ccccc1)N(CCC(c1ccccc1)C1CCOC(C)(C)C1)C(=O)c1ccco1 (configuration not stated)
#37 Cc1ccc(NC(=O)CCN2C(=O)c3cccc([N+](=O)[O-])c3C2=O)c(Br)c1
#38 CC1CCN(c2ccc(C(=O)O)cc2N)CC1
#39 CCN1CCN(c2nc3c(C)cccn3c(=O)c2/C=C(\C#N)C(=O)NCCCOC)CC1
#40 C=CCn1c(SCC(=O)c2cc(C)n(Cc3cccs3)c2C)nnc1-c1ccncc1

Screen / compound no.	33	34	35	36	37	38	39	40
KCNQ2 inh	i	i	i	i	i	i	i	i
CHT inh	i	i	i	i	i	i	i	i
Kir21 block	0.47	-0.67	-0.12	-6*	0.27	0.11	0.03	-2.5

#41 O=C1CC2(CCN(C(=O)COc3ccc(Cl)cc3)CC2)Oc2ccccc21
#42 CCc1cc2c(=O)c(-c3nc4ccccc4n3C)c(C)oc2cc1OC(C)=O
#43 Cc1cc(N2CC(C(=O)NCc3cccnc3)CC2=O)ccc1C(C)C (configuration not stated)
#44 Fc1ccccc1N1CCN(c2nnnn2-c2ccccc2)CC1
#45 CCCN1C(=O)C2(C(C(=O)c3ccc(C)o3)=C(O)C(=O)N2CCCN2CCOCC2)c2ccccc21 (configuration not stated)
#46 CC(Sc1nc2ccccc2[nH]1)C(=O)Nc1ccccc1F (configuration not stated)
#47 O=C(ON=C1CCN(S(=O)(=O)c2ccccc2)CC1)c1ccc(F)cc1
#48 O=C(CN1CCCCC1)Nc1ccccc1Cl

Screen / compound no.	41	42	43	44	45	46	47	48
KCNQ2 inh	i	i	i	i	i	i	i	i
CHT inh	i	i	i	i	i	i	i	i
Kir21 block	-0.73	-0.24	1.2	-1.6	2.4	0.59	-0.31	0.56

#49 O=C1C(Cc2ccccc2)Nc2ncnc(N3CCCCC3)c2N1Cc1ccc(Cl)cc1 (configuration not stated)
#50 CC(=O)c1ccc(OCc2cc(C(=O)N3CCN(c4ccccc4)CC3C)no2)cc1 (configuration not stated)
#51 COc1cc(Nc2nc(SCC#N)nc3ccccc23)cc(OC)c1OC
#52 CCn1cnc2sc(C(=O)Nc3ccccc3OC)c(C)c2c1=O
#53 O=C1CCC(C(=O)NCCN2C(=O)S/C(=C\c3cccnc3)C2=O)=NN1

Screen / compound no.	49	50	51	52	53
KCNQ2 inh	i	i	i	i	i
CHT inh	i	i	i	i	i
Kir21 block	-1.2	-0.13	1.8	-0.11	-0.16
